Compound activity as filed in PubChem BioAssay.
CCHF vOTU inh – CCHFV vOTU protease inhibitors, primary screen, biochemical, Pep-AMC substrate, fluorescence; Crimean-Congo hemorrhagic fever virus L polyprotein viral ovarian tumor (vOTU) protease …; inhibition, % at 11.5 µM; 370,000 compounds, 0.55% hits; AID 651958, 2012; further: 0% = vehicle wells with enzyme and 100% = no enzyme wells
BoNT F protease – BoNT/F light chain protease inhibitors, primary screen, biochemical, flow cytometry, MLPCN library; Multiplex microsphere protease cleavage assay; inhibition, % at 10 µM; 360,000 compounds, 0.22% hits; AID 588497, 2011; in the data active means inhibition above about 35%, passing the limit was not always enough; inconclusive means no clear call, values can overlap the other calls; further: plate controls were buffer without enzyme for full effect and enzyme alone for no effect
BoNT-A LC inh2 – BoNT/A light chain protease inhibitors, primary screen, biochemical, flow cytometry, MLPCN library | Botulinum neurotoxin type A light chain protease (Clostridium botulinum A str. ATCC 3502) | multiplex microsphere protease substrate cleavage | inhibition, % at 10 µM | 360,000 compounds, 0.17% hits; in the data active means inhibition above about 30%; inconclusive means no clear call, values can overlap the other calls; further: plate controls were buffer without enzyme for full effect and enzyme alone for no effect
Mtb FBA inh – Mtb FBA enzyme inhibitors, primary screen, biochemical, fluorescence, strain H37Rv | Fructose-bisphosphate aldolase (Mycobacterium tuberculosis (strain ATCC 25618 / H37Rv)), … | purified M. tuberculosis FBA, fluorescence read-out | inhibition, % at 1 µM | 360,000 compounds, 2.3% hits | AID 588726, 2011; in the data active means inhibition above about 27%;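 further: 0% = vehicle and 100% = reference inhibitor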
Target sequence (P9WQA3 whole entry, looked up): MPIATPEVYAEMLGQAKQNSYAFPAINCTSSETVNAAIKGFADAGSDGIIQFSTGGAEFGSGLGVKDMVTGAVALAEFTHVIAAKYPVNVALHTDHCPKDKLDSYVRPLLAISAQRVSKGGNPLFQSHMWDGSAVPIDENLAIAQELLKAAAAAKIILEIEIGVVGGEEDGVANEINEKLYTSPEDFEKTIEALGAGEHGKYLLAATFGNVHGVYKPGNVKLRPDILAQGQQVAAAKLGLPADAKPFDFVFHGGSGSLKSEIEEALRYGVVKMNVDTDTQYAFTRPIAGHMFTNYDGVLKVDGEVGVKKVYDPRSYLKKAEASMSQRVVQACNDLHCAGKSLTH
GDH-TPI inh – GDH-TPI coupling enzyme inhibitors, primary screen, artefact control for M. tuberculosis FBA inhibitor project, biochemical, absorbance, full deck. GDH-TPI coupled enzyme counterscreen, NADH absorbance. inhibition, % at 4.8 µM. 360,000 compounds, 1.2% hits. AID 588335, 2011;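 further: 0% = DMSO wells and 100% = wells lacking the enzyme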
Mtb UGM inh – M. tuberculosis UGM enzyme inhibitors, primary screen, biochemical, fluorescence polarization, single point; UDP-galactopyranose mutase (Mycobacterium tuberculosis (strain ATCC 25618 / H37Rv)), …; purified UGM, fluorescence polarization probe displacement; inhibition, % at 10 µM; 320,000 compounds, 0.06% hits; AID 504406, 2011; in the data active means inhibition above about 10%, passing the limit was not always enough; inconclusive means no clear call, values can overlap the other calls
Target sequence (P9WIQ1 whole entry, looked up): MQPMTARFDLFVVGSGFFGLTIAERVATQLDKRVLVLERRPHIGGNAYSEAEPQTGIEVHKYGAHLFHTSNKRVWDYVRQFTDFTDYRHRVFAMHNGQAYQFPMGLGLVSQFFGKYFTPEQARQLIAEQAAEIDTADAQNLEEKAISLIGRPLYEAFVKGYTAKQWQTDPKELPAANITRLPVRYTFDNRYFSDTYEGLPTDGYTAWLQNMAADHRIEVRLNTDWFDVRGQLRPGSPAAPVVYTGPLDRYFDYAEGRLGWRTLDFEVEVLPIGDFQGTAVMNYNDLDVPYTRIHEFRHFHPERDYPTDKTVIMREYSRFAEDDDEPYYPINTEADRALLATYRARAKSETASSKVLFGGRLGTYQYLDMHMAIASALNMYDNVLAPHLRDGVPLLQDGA
FadD28 FP inh – inhibitors of FadD28 bisubstrate probe binding, primary screen, biochemical, fluorescence polarization, single point; Mycobacterium tuberculosis FadD28 fatty-acid-AMP ligase; inhibition, % at 12.5 µM; 360,000 compounds, 0.22% hits; AID 588549, 2011; in the data active means inhibition above about 8.5%, passing the limit was not always enough; inconclusive means no clear call, values can overlap the other calls
Mtb BioA inh – M. tuberculosis BioA enzyme inhibitors, primary screen, biochemical, plate reader, single point, HTS. 360,000 compounds, 0.096% hits. AID 602481, 2012. purified M. tuberculosis BioA enzyme. inhibition, % at 9.99 µM. 7,8-diaminopelargonic acid synthase BioA (Mycobacterium tuberculosis); in the data active means inhibition above about 40%; inconclusive means no clear call, values can overlap the other calls
PrPC TRFRET – inhibitors of human cell surface prion protein PrPC, primary screen, cell-based, TR-FRET. AID 720596, 2013. Major prion protein (Homo sapiens), P04156. inhibition, % at 13.8 µM. TR-FRET read-out. 370,000 compounds, 0.43% hits; in the data active means inhibition above about 24%; further: 0% = median of the test wells and 100% = reference compound wells
* = called active by the depositor; ? = inconclusive; . = no result given; & = joins results of further samples. Unless noted, no stated cut-off is given here; in the data, active means inhibition above about 30%; inactive means the rest.

compound | CCHF vOTU inh | BoNT F protease | BoNT-A LC inh2 | Mtb FBA inh | GDH-TPI inh | Mtb UGM inh | FadD28 FP inh | Mtb BioA inh | PrPC TRFRET
O=C(c1cccc2ccccc12)C1CCCN(C(=O)CCc2cnccn2)C1 (configuration not stated) | -6 | 0 | -0.3 | -1 | 2 | -1.3 | -3.2 | 2.7 | -4
O=C(COc1ccccc1)N=C1SC2CS(=O)(=O)CC2N1Cc1ccccc1 (configuration not stated) | 8 | -1 | 1.1 | -2 | 0 | -1.1 | -3.5 | -1.1 | -2
C[C@H](CO)N1C[C@H](C)[C@H](CN(C)C(=O)c2ccncc2)OCc2cnnn2CCCC1=O | -13 | -2 | -0.1 | -1 | -8 | . | -2.0 | -1.9&-1.3 | -4
O=C(CCC1CCCC1)Nc1cc(Cl)ccc1N1CCOCC1 | -2 | -22 | 2.2 | -3 | 18 | -2.0 | -3.3 | 0.3 | 2
C=CCNC(=O)c1ccccc1NS(=O)(=O)c1ccc(SC)cc1 | -2 | -21 | -1.7 | -1 | 3 | -0.6 | 0.1 | -1.5 | 1
COC(=O)C1=CNC=C(C(=O)OC)C1c1cccc2ccccc12 | -122 | -6 | -0.2 | 26 | -3 | 2.0 | -2.6 | -1.5 | -5
CCc1ccc(NC(=O)CSc2nc(NS(=O)(=O)c3ccccc3)cc(=O)[nH]2)cc1 | -2 | -4 | 0.5 | 0 | 3 | . | -2.7 | . | -3
O=C(CN1C(=O)NC2(CCCC2)C1=O)OCc1ccc(F)cc1 | 13 | -1 | 1.8 | -3 | 4 | -1.3 | -4.6 | . | 5
CC(OC(=O)c1cccnc1Cl)C(=O)NCc1ccccc1 (configuration not stated) | 9 | -6 | 0.4 | 0 | 7 | 0.6 | 0.0 | -2.1 | -5
CCOC(=O)C(Oc1ccc2c(-c3ccccc3)cc(=O)oc2c1C)c1ccccc1 (configuration not stated) | 1 | -3 | -0.4 | 2 | -3 | -1.0 | -5.2 | 0.7 | 2
Cn1cnc2nc[nH]c2c1=S | -13 | 7 | 0.5 | -1 | 19 | . | 0.1 | -0.6 | -3
c1ccc(Cc2nc(-c3ccccn3)no2)cc1 | -4 | -4 | -0.8 | -1 | 12 | 1.2 | -0.4 | -1.6 | 6
Cc1ccc(C)c(Nc2nc3c(S(=O)(=O)c4ccccc4)nnn3c3ccccc23)c1 | -12 | 0 | -0.3 | 1 | 7 | -0.8 | -1.3 | . | -7
C=C(C)CSc1nc(C)c(Cc2ccccc2)c(=O)[nH]1 | -7 | -15 | 1.4 | -2 | 4 | 4.2 | -3.3 | 0.7 | -4
COc1cccc(C(=O)C2CCCN(Cc3cn(C)nc3-c3ccccc3)C2)c1 (configuration not stated) | -8 | 0 | 0.2 | -2 | 4 | -0.3 | -0.1 | . | -11
Cc1nc(=O)c(-c2ccccc2)c(C)n1Cc1ccccc1 | 12 | -17 | -0.9 | 4 | -10 | 1.0 | -1.0 | 36 | 9
COc1ccc(NC(=O)CSc2nnnn2C2CCCC2)c(OC)c1 | 6 | -42 | -0.2 | 3 | 4 | . | -1.2 | -1.5 | 9
COc1cc(/C=N/NC(=O)c2ccccn2)ccc1OC(=O)c1ccccc1Br | 16 | -17 | -5.0 | 5 | 15 | -0.7 | -3.0 | -2.3 | -5
O=C(Nc1ccccc1)c1cnc[nH]1 | 2 | 8 | 0.1 | 2 | 2 | 2.2 | -0.9 | . | 1
COc1ccc2ccc3cccc[n+]3c2c1 | -168 | ? | -2.8 | 134* | -2 | . | -3.1 | -0.2 | -6
O=C(NN1C(=O)c2ccccc2NC1c1ccccc1OCc1ccccc1)c1ccncc1 (configuration not stated) | 6 | 8 | 0.5 | 3 | 0 | -2.1 | -2.0 | 1.5 | -3
CN(C)N=C1c2cc(S(=O)(=O)N3CCOCC3)ccc2-c2ccc(S(=O)(=O)N3CCOCC3)cc21 | 6 | -18 | -1.2 | -5 | 3 | -1.2 | 1.0 | . | -9
O=C(CNC(=O)c1ccccc1F)NC1=NCCS1 | 15 | -2 | -0.7 | -1 | 1 | -0.4 | -1.9 | -0.9 | -3
CCOc1ccccc1NS(=O)(=O)c1cc2c3c(c1)C(C)C(=O)N3CCC2 (configuration not stated) | 0 | -1 | 1.6 | -1 | 8 | -1.7 | -1.7 | 0.5 | 4
C/C=C(\C)C(=O)O[C@H](c1cc2ccc(=O)oc2cc1OC)[C@@H](O)C(C)(C)O | -22 | 0 | -1.0 | 40* | 18 | 3.8 | -0.3 | -0.4 | -2
CCCc1nn(-c2ccccc2)c2c1C(c1cccs1)C(C#N)=C(N)O2 (configuration not stated) | -9 | -4 | -0.5 | -6 | -2 | 1.2 | -1.2 | . | 3
NC(=O)CC(NC(=O)Cc1ccc(Br)cc1)c1ccc(N2CCC(Cc3ccccc3)CC2)c([N+](=O)[O-])c1 (configuration not stated) | -4 | 2 | 0.3 | 4 | 10 | -0.7 | -3.0 | -1.7 | -6
COc1ccc(C(=O)Nc2ccc3c(c2)nc(CN2CCCC2)n3C)cc1 | 4 | -14 | -0.3 | 0 | 1 | 1.8 | -2.0 | 0.0 | -5
CCOC(=O)Cc1nnc(NC(=O)CSc2nnc3c4ccccc4n(C)c3n2)s1 | 10 | -4 | 0.2 | 2 | 28 | -0.7 | -2.7 | 2.4 | -4
C=CCn1c(O)c(C(CC)=Nc2ccc(C(=O)O)cc2)c(=O)[nH]c1=O | -3 | -9 | 0.9 | 4 | 9 | -0.7 | -2.5 | . | 11
COc1ccccc1N1CCN(C(=O)CSc2nc(C)cc(=O)[nH]2)CC1 | -4 | -5 | -2.3 | 1 | 6 | -0.6 | -1.6 | -3.2 | -6
CC(C)n1c(C(F)(F)F)nc2cc(C(=O)N3CCCCC3)ccc21 | -8 | 1 | 0.7 | 4 | -6 | 0.0 | 0.4 | . | -3
CC1(C)Cc2ccccc2C(=NC(Cc2c[nH]c3ccccc23)C(=O)O)N1 (configuration not stated) | -9 | ? | 2.8 | -2 | 1 | -0.5 | -3.9 | 0.8 | 5
O=C(c1cc(COc2c(F)cccc2F)on1)N1CCC(c2ccncc2)CC1 | -4 | -3 | -0.1 | -1 | -3 | 0.6 | -2.9 | 4.6 | 11
O=C1C(C=NC2CC2)=C(O)c2ccccc21 | 20 | 1 | -0.1 | 0 | 25 | 0.7 | -2.9 | -0.5 | -16
Cc1ccc2nc(-c3ccc(NC(=O)C(C)N4C(=O)c5ccccc5C4=O)cc3)sc2c1 (configuration not stated) | -14 | -3 | 0.7 | 12 | 19 | 2.5 | -3.6 | 0.6 | -7
CC1=C(C(=O)OCc2ccccc2)C(c2ccccc2)NC(=O)N1 (configuration not stated) | 8 | -36 | -0.2 | -2 | 2 | -4.4 | -3.0 | -1.7 | 1
COC(=O)c1ccc(/C=N/OCC(=O)NCCc2ccc(OC)c(OC)c2)cc1 | -10 | -3 | 0.0 | -2 | -9 | -1.9 | -4.5 | . | -5
CCOc1ccc(NC(=O)CCS(=O)(=O)c2ccc3c(c2)CCCN3C(=O)CC)cc1 | -16 | -4 | -1.2 | 1 | 14 | 0.6 | 0.8 | -2.1 | 4
CC1(C)OC(=O)C(=NNc2ccc(Br)cc2)C(=O)O1 | 4 | 3 | 0.3 | -1 | 20 | -0.7 | -0.8 | . | 18

Of the compounds above, 2 have a Cl atom.
compound | CCHF vOTU inh | BoNT F protease | BoNT-A LC inh2 | Mtb FBA inh | GDH-TPI inh | Mtb UGM inh | FadD28 FP inh | Mtb BioA inh | PrPC TRFRET
O=C(CCC1CCCC1)Nc1cc(Cl)ccc1N1CCOCC1 | -2 | -22 | 2.2 | -3 | 18 | -2.0 | -3.3 | 0.3 | 2
CC(OC(=O)c1cccnc1Cl)C(=O)NCc1ccccc1 (configuration not stated) | 9 | -6 | 0.4 | 0 | 7 | 0.6 | 0.0 | -2.1 | -5

3 entries from above, with two lines to a compound.
Results follow in this order: CCHF vOTU inh | BoNT F protease | BoNT-A LC inh2 | Mtb FBA inh | GDH-TPI inh | Mtb UGM inh | FadD28 FP inh | Mtb BioA inh | PrPC TRFRET
CC(OC(=O)c1cccnc1Cl)C(=O)NCc1ccccc1 (configuration not stated)
    9 | -6 | 0.4 | 0 | 7 | 0.6 | 0.0 | -2.1 | -5
CCOC(=O)C(Oc1ccc2c(-c3ccccc3)cc(=O)oc2c1C)c1ccccc1 (configuration not stated)
    1 | -3 | -0.4 | 2 | -3 | -1.0 | -5.2 | 0.7 | 2
Cn1cnc2nc[nH]c2c1=S
    -13 | 7 | 0.5 | -1 | 19 | . | 0.1 | -0.6 | -3

Going on with the list.
compound | CCHF vOTU inh | BoNT F protease | BoNT-A LC inh2 | Mtb FBA inh | GDH-TPI inh | Mtb UGM inh | FadD28 FP inh | Mtb BioA inh | PrPC TRFRET
FC(F)(F)C1=Nc2cccc3cccc(c23)N1 | 41* | 3 | 0.6 | -3 | 14 | . | -0.2 | . | 13
Cc1ccc(-c2nn(-c3ccccc3)cc2CO)o1 | 1 | 2 | 0.0 | 33* | 9 | -4.4 | 0.7 | -0.9 | 1
O=C(O)CNc1nc(-c2ccccc2)nc2ccccc12 | -6 | 10 | -0.5 | 2 | 8 | -2.3 | -2.4 | -1.0 | 4
Cc1cccc(C)c1OCCSc1nc2ccccc2n1CC(=O)O | -4 | . | . | 0 | -1 | -4.3 | -1.6 | -0.1 | 8
COc1ccc2c(CC(=O)OCC(=O)Nc3ccccc3[N+](=O)[O-])coc2c1 | -1 | -6 | -0.4 | 3 | 3 | 1.8 | 2.4 | . | -13
COc1ccc(NC(=O)C2(N(CC(C)C)C(=O)Cn3nnnc3N)CCCCC2)cc1 | 8 | -9 | 0.1 | 5 | -4 | -2.6 | -2.3 | -0.7 | -2
Nc1nonc1-n1nnc(C(=O)N/N=C/c2cccs2)c1-c1ccc2c(c1)OCO2 | 21 | 0 | 0.5 | 2 | 39* | -2.4 | -1.3 | -4.5 | -4
N#CCCn1cc(C(=O)NCc2ccccc2)c(-c2cccs2)n1 | -5 | -5 | -0.7 | -2 | -3 | -0.8 | -0.9 | 1.6 | 4
COc1ccc(CCNC(=O)CS(=O)(=O)Cc2nc(-c3ccc(C)cc3)oc2C)cc1OC | 5 | -2 | -1.0 | 0 | -5 | 1.7 | -3.2 | -0.2 | -2
O=C(CSc1nnnn1-c1ccccc1)Nc1ncc(Cc2ccccc2Cl)s1 | -5 | -1 | 0.1 | -4 | 1 | 1.0 | -2.4 | . | 4
CC(=O)c1c(C)[nH]c(C(=O)OC(C)C(=O)Nc2cc(S(=O)(=O)N3CCCCC3)ccc2Cl)c1C (configuration not stated) | -7 | -12 | -1.3 | 0 | -4 | 0.0 | -1.6 | -0.6 | 10

2 of the compounds above, field by field:
COc1ccc(NC(=O)C2(N(CC(C)C)C(=O)Cn3nnnc3N)CCCCC2)cc1
  CCHF vOTU inh: 8	BoNT F protease: -9	BoNT-A LC inh2: 0.1	Mtb FBA inh: 5	GDH-TPI inh: -4	Mtb UGM inh: -2.6	FadD28 FP inh: -2.3	Mtb BioA inh: -0.7	PrPC TRFRET: -2
Nc1nonc1-n1nnc(C(=O)N/N=C/c2cccs2)c1-c1ccc2c(c1)OCO2
  CCHF vOTU inh: 21	BoNT F protease: 0	BoNT-A LC inh2: 0.5	Mtb FBA inh: 2	GDH-TPI inh: 39*	Mtb UGM inh: -2.4	FadD28 FP inh: -1.3	Mtb BioA inh: -4.5	PrPC TRFRET: -4
